# GLP1R cytotox: cytotoxicity counter-screen for GLP-1 receptor inverse agonists; AID 624418; Potency, µM (series often up to 38.3 µM), for inactives: top-dose activity change, negative = inhibition, actives largely listed as inhibitors; HEK293 cAMP-luciferase reporter cells, luminescence, 24 h; 0.13% of 410,000 active;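 further: loss of luciferase light is scored as toxicity; potency means the concentration at half of the fitted maximal effect; on the % scale 0 is the no-effect control and ±100 the full control effect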
#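 To flag toxic compounds, the library was rerun on cells for 24 hr at 37 deg C and 5% CO2. Viability-linked luminescence was captured 12 min after adding luciferase detection reagent.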
# MmCpn inh: M. maripaludis TRiC chaperonin inhibition | purified Mm-Cpn ATPase, ADP Transcreener TR-FRET | Potency, µM (highest dose often 76.9 µM), for inactives: at the top dose activity, negative = inhibition, usual class: inhibitors | 0.031% of 330,000 active | AID 504842; further: potency means the concentration at half of the fitted maximal effect; on the % scale 0 is the no-effect control and ±100 the full control effect; nearly all actives have a fitted effect of over 80% in size
#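 TR-FRET (320 nm excitation; 590 and 665 nm emission) reports ADP made from 10 uM ATP by 25 nM enzyme; compounds were preincubated 10 min, reaction run 30 min, both at 37°C.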
# TDP-43 yeast inh: rescues yeast growth from TDP-43 toxicity. TDP-43 expressing yeast growth rescue, BacTiter-Glo, 24 h. Potency, µM (top dose mostly 46.1 µM), for inactives: top-dose growth rescue (activation), hits mostly activators. 1.8% of 410,000 active; further: potency means the concentration at half of the fitted maximal effect; % of control where 0% means no effect; nearly all actives have a fitted effect of over 50% in size
#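 Galactose-induced TDP-43 yeast, OD600=0.02, compound pinned; 24 hr, 30 deg C; BacTiter-Glo luminescence for growth. Inhibitors of TDP-43 toxicity read as activators.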
# aSyn rescue: rescues yeast growth from alpha-synuclein toxicity; Yeast expressing alpha-synuclein, growth rescue, BacTiter-Glo, 24 h; Potency, µM (doses to about 46.1 µM), for inactives: top-dose growth rescue (activation), actives largely listed as activators; 0.14% of 370,000 active; further: potency means the concentration at half of the fitted maximal effect; % of control where 0% means no effect; nearly all actives have a fitted effect of over 65% in size
#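 Rescue of yeast growth: cells expressing toxic alpha-synuclein, induced in galactose at OD600 0.02, incubated with compound 24 h at 30 C. ATP luminescence quantified growth; inhibitors of toxicity appear as activators.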
# PTHR1 ag: activates the human parathyroid hormone receptor PTHR1. Q03431. 0.075% of 410,000 active. Potency, µM (doses to about 115 µM), for the others: at the highest dose activation, usual class: activators. AID 743266. HEK293 GP2 PTHR1 cells, GloSensor cAMP luminescence, 1 h; further: potency means the concentration at half of the fitted maximal effect; nearly all actives have a fitted effect of over 55% in size; some results filed as inactive show a strong effect at the top dose; inactives centre near -15; many of its hits are not listed in these tables
# Target sequence (Q03431 whole entry, looked up): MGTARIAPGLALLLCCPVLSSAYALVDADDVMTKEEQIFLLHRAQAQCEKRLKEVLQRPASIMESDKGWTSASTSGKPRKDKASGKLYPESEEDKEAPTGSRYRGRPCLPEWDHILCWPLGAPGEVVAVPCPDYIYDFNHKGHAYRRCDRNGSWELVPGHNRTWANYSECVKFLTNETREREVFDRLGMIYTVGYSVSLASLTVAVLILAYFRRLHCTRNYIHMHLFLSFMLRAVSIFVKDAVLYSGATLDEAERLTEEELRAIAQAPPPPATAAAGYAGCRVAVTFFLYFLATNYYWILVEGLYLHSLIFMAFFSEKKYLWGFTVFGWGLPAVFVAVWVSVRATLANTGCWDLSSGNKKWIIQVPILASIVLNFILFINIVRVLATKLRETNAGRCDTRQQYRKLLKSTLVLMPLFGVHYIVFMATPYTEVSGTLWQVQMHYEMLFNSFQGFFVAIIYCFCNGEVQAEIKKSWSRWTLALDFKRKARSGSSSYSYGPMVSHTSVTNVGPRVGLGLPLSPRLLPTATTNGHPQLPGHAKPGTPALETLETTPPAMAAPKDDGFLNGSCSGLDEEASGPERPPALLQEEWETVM
#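 HEK-293-derived GP2 cells expressing PTHR1 and a GloSensor cAMP reporter, 3,000/well, plated overnight, given luciferin plus IBMX (each 0.5 mM as added) for 1 h at 37 °C, then compound for 1 h at 37 °C. Luminescence was read after 15 min at room temperature.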
# GLP-1R inv ag: acts as inverse agonist at human GLP-1 receptor; P43220; HEK293 GLP-1R CRE-luciferase, luminescence, 24 h; GLP-1R form is constitutively active; Potency, µM (series often up to 38.3 µM), for the others: top-dose activity change, negative = inhibition, most hits filed as inhibitors; 1.6% of 410,000 active; further: potency means the concentration at half of the fitted maximal effect; on the % scale 0 is the no-effect control and ±100 the full control effect; nearly all actives have a fitted effect of over 55% in size
# Target sequence (P43220 whole entry, looked up): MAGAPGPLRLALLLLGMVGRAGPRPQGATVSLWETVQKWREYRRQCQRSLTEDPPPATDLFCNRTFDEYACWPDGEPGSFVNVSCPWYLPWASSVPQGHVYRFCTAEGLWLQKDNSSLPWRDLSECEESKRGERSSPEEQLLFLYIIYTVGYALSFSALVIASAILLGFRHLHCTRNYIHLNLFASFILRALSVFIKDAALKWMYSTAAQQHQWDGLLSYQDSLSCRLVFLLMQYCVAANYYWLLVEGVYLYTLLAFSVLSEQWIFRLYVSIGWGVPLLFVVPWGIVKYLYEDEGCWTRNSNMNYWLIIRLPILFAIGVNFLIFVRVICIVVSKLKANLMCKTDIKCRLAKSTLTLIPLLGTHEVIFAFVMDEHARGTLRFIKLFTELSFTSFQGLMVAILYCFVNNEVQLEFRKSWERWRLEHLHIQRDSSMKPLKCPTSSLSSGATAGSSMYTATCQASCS
#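 Luminescence readout: a drop in cAMP-driven luciferase signal flags inverse agonism at a constitutively active GLP-1R stably expressed in HEK293. Compound exposure lasted 24 hr at 37 deg C, 5% CO2.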
# Akt phos inh: blocks phosphorylation of Akt; 0.32% of 360,000 active; activity change, % for hits at 50 µM; Neuro2A IGF-stimulated pAkt S473 HTRF, 20 min; hits give low values; in the data active means activity change below about -80%; inconclusive means mostly about -51% to -80%; further: on the % scale 0 is the no-effect control and ±100 the full control effect
#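 Neuro2A cells (4,500/well, DMEM with 0.5% FBS) were treated with compound at a single 50 µM final concentration, stimulated with 6 nM IGF for 20 min at 37 °C, and lysed. Phospho-Akt Ser473 was read by HTRF as 665/615 ratio ×10^4.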
# FUS yeast rescue: FUS proteinopathy suppression in yeast. S. cerevisiae FUS-expressing, growth rescue, OD600, 24 h. Potency, µM (top dose mostly 76.6 µM), inactives show at the highest dose growth rescue (activation), most hits filed as activators. 0.24% of 390,000 active. AID 1347120;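 further: potency means the concentration at half of the fitted maximal effect; plate controls were DMSO vehicle for no effect and reference control for full effect; nearly all actives have a fitted effect of over 55% in size; some results filed as inactive show a strong effect at the top dose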
#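 Yeast FUS proteinopathy model; galactose-induced FUS (2%), starting OD 0.005. Cpds in dilution series, 24hr, 30C, 99% humidity. Abs 600 nm growth. Pos ctrl CP55940 (top 92uM final); neg ctrl DMSO.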
# Abeta yeast res: compounds reversing amyloid beta toxicity in yeast | yeast expressing A-beta42, growth rescue, OD600, 48 h; response scale: 0% DMSO, 100% iron-clioquinol control | Potency, µM (titrated, usually from 46.1 µM), without a hit: at the highest dose growth rescue, hits mostly activators | 0.063% of 410,000 active | AID 1347071; further: potency means the concentration at half of the fitted maximal effect; nearly all actives have a fitted effect of over 55% in size
#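 Growth rescue measured by 600 nm absorbance after 48 h yeast culture at 30 C with compound. Values normalized between DMSO and an equimolar ferric chloride plus clioquinol control.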
# The depositor's hits bear a star; i = inactive; ? = inconclusive; nt = no result given; & = joins results of further samples; [ ] = another dose, or the depositor's remark. Unless noted, the call rests on the fitted dose curve; in most records, active means well fitted curve in the direction sought with a large enough effect; inconclusive means small, poorly fitted or top-dose-only effect, or another doubt; inactive means no such curve, though single readings can be large; an effect the other way counts as inactive or inconclusive. The list is partial. The share of hits here may be higher or lower than overall.
SMILES,GLP1R cytotox,MmCpn inh,TDP-43 yeast inh,aSyn rescue,PTHR1 ag,GLP-1R inv ag,Akt phos inh,FUS yeast rescue,Abeta yeast res
CCN(CC)S(=O)(=O)c1ccc(NC(=O)COC(=O)c2ccc(-n3nc(C)cc3C)cc2)cc1,3%,-10%,3%,6%,i,3%,i,?,6%
CCc1ccc(-n2c(CCC(=O)O)ccc2-c2ccc(F)cc2)cc1,-9%,nt,17%,nt,-16%,-18%,nt,13%,-1%
COc1ccc(-c2nn(-c3ccc(C)cc3)c3c2cnc2ccc(C)cc23)cc1OC,0%,nt,22%,nt,i,-8%,nt,4%,-9%
COc1cccc(/C=N/Nc2ncccc2[N+](=O)[O-])c1OC,-23%,0%,-17%[1.82 µM],-14%,-30%,?,i,14%,11%
COC(=O)Cn1cccc1C(=O)c1ccccc1,-15%,1%,-7%,-25%,i,-7%,i,20%,-22%
CCCCCCCCN1C(=O)[C@H](CC(=O)NCCc2ccccc2OC)C[C@@]2(C(=O)OCC)CCC=C12,-14%,nt,14%,1%,-7%,13µM*,i,?,1%
Cc1cc(Br)ccc1OCCCCNC(C)(C)C,-9%,5%,-22%,-1%,i,?,i,2%,5%
COc1ccc(S(N)(=O)=O)cc1C(=O)NNC(=O)C1COc2ccccc2O1 (stereo unspecified),-3%,-1%,1%,1%,i,1%,i,7%,8%
Cc1cccc(NC(=O)CSc2nnc(NC(=O)Nc3ccccc3)s2)c1C,1%,nt,0%,nt,i,9%,nt,-21%,-2%
O=C1N[C@@H](Cc2ccccc2)COC(=O)[C@@H](Cc2ccc(F)cc2)C/C=C\C[C@@H]1CC(=O)N(CCO)Cc1ccccc1,-14%,3%,0%,-1%,4%,-6%,i,?,-2%
Cc1ccc(S(=O)(=O)N2CCC(C(=O)NCCN3CCOCC3)CC2)cc1C,18%,2%,21%,3%,i,-15%,i,6%,9%
CCOc1ccc(CCN2C(=O)c3ccc(C(=O)O)cc3C2=O)cc1OCC,-5%,0%,22%,-1%,-18%,15%,i,14%,11%
O=C1CCN(C(=S)NCCc2ccccc2)CC1,22%,-3%,-16%,-1%,-8%,-2%,i,5%,13%
CCc1ccc(N2CC(C(=O)N3CCN(c4ccccn4)CC3)CC2=O)cc1 (stereo unspecified),-4%,-1%,3%,6%,-32%,?,i,-11%,1%
CC(C)SC1=NC(C)(C)C=C(/C=C/c2c(Cl)cccc2Cl)N1,-6%,0%,-6%,-1%,i,2.8µM*,i,25%,3%
CC(=O)NC(CC(=O)c1ccc([N+](=O)[O-])cc1)C(Cl)(Cl)Cl (stereo unspecified),-19%,0%,0%,-1%,i,3%,i,nt,6%
O=C(Cn1c(-c2ccccn2)nc2ccccc21)NCCN1CCOCC1,-5%,1%,-16%,1%,-1%[57.5 µM],-2%,i,27%,-21%
CC(=O)Cc1nsc(NC(=O)c2ccc(-c3cc(Cl)ccc3Cl)o2)n1,-6%,3%,-1%,-6%,-47%[inhibitor],-16%,i,?,-8%
COC(=O)CCn1cnc2onc(-c3cc(F)cc(F)c3)c2c1=O,1%,nt,?,nt,-1%,0%,nt,-19%,15%
CCN(CC)C(=O)c1cccc(-c2csc(C(C)(O)c3ccc(OC)cc3)n2)c1 (stereo unspecified),?,nt,29%,-5%,-26%,?,i,30%,-3%
COc1cc(C(=O)OCC(=O)NCC2CCCCC2)ccc1OCC(C)C,0%,1%,-22%,3%,i,29%,i,0%,-5%
C=CC[C@@H](CC(=O)N(CCO)Cc1ccccc1)C(=O)N[C@H](COC(=O)[C@@H](CC=C)CC(=O)OC(C)(C)C)C(C)(C)C,?,0%,-5%,-3%,-17%,?,i,?,-5%
Cc1ccc(C(C(=O)NC2CCCCC2)N2CCCC2)cc1 (stereo unspecified),1%,3%,23%,2%,-15%,?,i,16%,1%
CC1=NN(C(N)=S)C(=O)C1N=Nc1cccc(Cl)c1C (stereo unspecified),?,1%,1%,-38%[inhibitor],-38%[inhibitor],?,i,-16%,-18%
CCN(CCCNC(=O)COc1cc(=O)n(C)c2ccccc12)c1cccc(C)c1,-15%,1%,13%,-6%,-7%,-4%,i,6%,-1%
# Further structures:
SMILES,GLP1R cytotox,MmCpn inh,TDP-43 yeast inh,aSyn rescue,PTHR1 ag,GLP-1R inv ag,Akt phos inh,FUS yeast rescue,Abeta yeast res
Cc1nn(C(=O)c2ccco2)c(C)c1Br,-3%,-2%,-13%,-2%,i,3%,i,0%,-15%
NC(=O)CC(CC(=O)OCc1ccccc1)c1ccccc1 (stereo unspecified),-14%,1%,-12%,2%,i,1%,i,-2%,-2%
Cc1cccc(C)c1NC(=O)C(C1CC1)n1c(-c2ccc(=O)[nH]c2)nc2ccccc21 (stereo unspecified),0%,nt,11%,-2%,-1%,16%,i,-5%,-3%
Cc1[nH]n(-c2ccccc2)c(=O)c1N=O,0%,1%,?,3%,i,-5%,i,14%,1%
O=C(CC1SCCNC1=O)Nc1ccc(Cl)c(Cl)c1 (stereo unspecified),-1%,3%,16%,-7%,-24%,-21%,i,-42%,19%
Nc1c(Cl)cc(N=Nc2ccccc2)cc1Cl,?,nt,-10%,-7%,0%,-21%,i,-17%,-9%
O=C(Nc1ccccc1N1CCOCC1)c1csc2c1CCCC2,21%,-5%,-11%,20%,-20%,?,i,17%,-24%
CC(=O)C1=CCC(c2ccccc2)N(S(=O)(=O)c2ccccc2C)C1 (stereo unspecified),4%&-1%,nt,?,10%&11%,-3%,17%&12%,i,29%&16%,-4%&2%
Cc1ccc(NCC(=O)N/N=C/c2ccncc2)cc1,-1%,-7%,10%,-8%,i,8%,i,1%,-2%
CC(=O)C1=C(O)C(=O)N(c2ccc(Br)cn2)C1c1ccccc1[N+](=O)[O-] (stereo unspecified),-4%,-2%,-10%,2%,-21%,?,i,?,-6%
CC(=O)Nc1ccc(-c2nnc(SCC(=O)NCc3ccco3)n2C)cc1,-5%,0%,5%,?,i,12%,i,7%,17%
O=C(CCCN1C(=O)c2ccccc2C1=O)Nc1ccc(S(=O)(=O)N2CCOCC2)cc1,4%,0%,16%,-19%,-5%,0%,i,-10%,22%
Cc1ccc(-c2nn(-c3cccc(F)c3)cc2CN(Cc2nccn2C)C(C)C)o1,?,1%,-20%,6%,i,?,i,7%,-9%
O=C(NNS(=O)(=O)c1cc(Cl)c(Cl)cc1Cl)c1cccnc1,-5%,-9%,-6%,0%,i,12%,i,5%,10%
CS(=O)(=O)Nc1ccc(C(=O)Nc2ccc(S(=O)(=O)N3CCCC3)cc2)cc1,10%,2%,-22%,-9%,i,1%,i,26%,-1%
CCOC(=O)C1CCN(C(=O)c2ccc(OCC(=O)Nc3cccc(C(F)(F)F)c3)cc2)CC1,42%[activator],3%,17%,3%,-21%,-5%,i,44%,-5%
CS(=O)(=O)N1CCN(c2ccccc2NC(=O)c2ccc(-c3ccc(Br)cc3)o2)CC1,10%,?,-14%,-1%,-45%[inhibitor][57.5 µM],-2%,i,26%,-13%
COc1ccc(C(=O)Nc2nnc(Cc3ccc(OC)c(OC)c3)s2)c(OC)c1,-14%,-2%,6%,1%,-46%[inhibitor],113%[activator],i,10%,14%
CCOc1ccc(C(=O)Nc2ccc3nc(N(CC)CC)cc(C)c3c2)cc1,-9%,nt,7%,nt,-9%,?,nt,13%,0%
CC(C)(C)Cc1c(-c2cccc(Cl)c2)nc2ccc(Br)cn12,3%,nt,0%,0%,-21%,21%,i,0%,-17%
CCCCOc1ccc(C(CC(=O)NC)C(=O)O)cc1 (stereo unspecified),-2%,2%,1%,8%,-6%[57.5 µM],0%,i,-4%,-1%
CC(C)c1ncc(C(O)c2cccc3ccccc23)n1C (stereo unspecified),-4%,0%,25%,3%,-3%,?,i,-9%,29%
CN(CC(=O)Nc1ccccc1Br)c1ncnc2sccc12,11%,5%,?,12%,i,6%,i,19%,8%
Clc1ccccc1-c1ccc(CN2CCN(c3ccccc3)CC2)o1,-1%,0%,7%,1%,6%[57.5 µM],?,i,20%,5%
CCc1c(C)nc(N)n2c(SCC(=O)NC3CCCCC3)nnc12,-6%,2%,-21%,-2%,i,9%,i,23%,-2%
COc1ccc(C(=O)OCc2c(-c3cccc(OC)c3)ncc3ccccc23)cc1,9%,-10%,19%,1%,-12%,?,i,43%,3%
Cc1cccc(C)c1NC(=O)COc1ccc2c(C)c(Cc3ccccc3)c(=O)oc2c1,-3%,-21%,2%,1%,-26%,11%,i,14%,-10%
COCCCNC(=O)c1ccc(C)c(-n2c(C)nc3cccnc32)c1,-4%,nt,12%,nt,i,6%,nt,-6%,1%
COc1ccc(OC)c(CNC(=O)CCc2c(C)nc3c(c2C)c(=O)n(C)c(=O)n3C)c1,3%,nt,-4%,nt,-15%,7%,nt,-23%,-5%
O=C(C(=O)N1CCN(c2ccccc2F)CC1)c1cn(CC(=O)N2CCCC2)c2ccccc12,-24%,nt,4%,-6%,i,-26%,i,21%,-1%

# Only MmCpn inh, for some of the entries so far:
compound	MmCpn inh
CC(C)c1ncc(C(O)c2cccc3ccccc23)n1C (stereo unspecified)	0%
CN(CC(=O)Nc1ccccc1Br)c1ncnc2sccc12	5%
Clc1ccccc1-c1ccc(CN2CCN(c3ccccc3)CC2)o1	0%

# High-throughput results (PubChem BioAssay)
